Screening results deposited in PubChem by National Center for Advancing Translational Sciences (NCATS).
KCNH2 3.1 inh = KCNH2 3.1 (human) potassium channel inhibition | U2OS KCNH2 3.1, thallium flux FluxOr; stronger effect = lower value | activity change, % (tested at about 1.8 µM) | 0.95% of 340,000 active;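 active means maximum activity change below -70%; inconclusive means maximum activity change from -70% to -50%; inactive means maximum activity change above -50%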;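 further: thallium influx rate constant from kinetic fluorescence after stimulation buffer; on the % scale 0 is the no-effect control and ±100 the full control effect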
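Steps: virus added to U2OS suspension (4 h, RT, dark); medium with 10% FBS added, cells plated, 37 C overnight; FluxOr/Red40 loading buffer 45 min RT; stimulation buffer, 2 min kinetic read; rate constant normalized.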
ELG1 DNA repair = inhibitors of ELG1-dependent DNA repair in HEK293T cells; AID 504467; Potency, µM (doses to about 46.1 µM), inactives show at the highest dose activity change, negative = inhibition, hits mostly inhibitors; 2.3% of 330,000 active; HEK293T ELG1-luciferase reporter, luminescence, 16 h; DNA damage induced by 5-fluorouridine; further: potency means the concentration at half of the fitted maximal effect; on the % scale 0 is the no-effect control and ±100 the full control effect; nearly all actives have a fitted effect of over 55% in size
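Luminescence from the luciferase reporter, measured 30 min after ONE-Glo reagent at room temperature, was the read-out. Beforehand, 2,000 cells per well were exposed for 16 hr at 37 °C to 5-fluorouridine together with compound or vehicle.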
NPC1 prom act = activators of NPC1 promoter; Huh7 NPC1 promoter luciferase reporter, 24 h; Potency, µM (doses to about 9.22 µM), for inactives: top-dose activation, actives largely listed as activators; 2.4% of 320,000 active;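 further: potency means the concentration at half of the fitted maximal effect; % of control where 0% means no effect; nearly all actives have a fitted effect of over 60% in size; reporter is driven by a mutant NPC1 promoter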
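NPC1 promoter–luciferase Huh7 cells; 24 h compound; luminescence.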
Gal4-VP16 FLuc = inhibits Gal4-VP16 luciferase reporter, ROR gamma counter-screen. Drosophila S2 Gal4-VP16 UAS-luciferase, luminescence, 20 h. Potency, µM (top dose mostly 53.6 µM), for the others: at the top dose activity, negative = inhibition, actives largely listed as inhibitors. 3.5% of 310,000 active;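 further: Gal4-VP16 expression switched on by copper sulfate through the metallothionein promoter; potency means the concentration at half of the fitted maximal effect; on the % scale 0 is the no-effect control and ±100 the full control effect; nearly all actives have a fitted effect of over 50% in size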
RORgamma inh = blocks mouse ROR gamma transcriptional activity. P51450. Drosophila S2 Gal4-RORgamma UAS-luciferase reporter, 20 h. 5.4% of 310,000 active. AID 2551. Potency, µM (top dose mostly 53.6 µM), for the others: at the top dose activity change, negative = inhibition, hits mostly inhibitors; further: potency means the concentration at half of the fitted maximal effect; on the % scale 0 is the no-effect control and ±100 the full control effect; nearly all actives have a fitted effect of over 60% in size
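Drosophila S2 cells stably expressing Gal4-DBD/mouse RORγ fusion under metallothionein promoter plus UAS-luciferase; compound 1 h, then 700 uM CuSO4 induction for 20 h at ambient temperature; inhibition read as reduced luminescence.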
Menin MLL FP TR = inhibitors of human menin-MLL interaction, mutant MLL peptide; Potency, µM (top dose mostly 61.6 µM), inactives show top-dose FP activity change, negative = inhibition, usual class: inhibitors; Menin + Texas Red MLL mutant peptide, fluorescence polarization; O00255; 0.23% of 270,000 active; active means well fitted inhibition curve with a large enough effect in the polarisation, with a control signal flat, not every such curve was filed as active; inconclusive means small, poorly fitted or top-dose-only effect, or effect the other way, or a change in a side signal; inactive means no such curve, though single readings can be large or run the other way; the % refers to the polarisation; further: potency means the concentration at half of the fitted maximal effect; % of control where 0% means no effect; many of its hits are not listed in these tables
Target sequence (O00255 whole entry, looked up): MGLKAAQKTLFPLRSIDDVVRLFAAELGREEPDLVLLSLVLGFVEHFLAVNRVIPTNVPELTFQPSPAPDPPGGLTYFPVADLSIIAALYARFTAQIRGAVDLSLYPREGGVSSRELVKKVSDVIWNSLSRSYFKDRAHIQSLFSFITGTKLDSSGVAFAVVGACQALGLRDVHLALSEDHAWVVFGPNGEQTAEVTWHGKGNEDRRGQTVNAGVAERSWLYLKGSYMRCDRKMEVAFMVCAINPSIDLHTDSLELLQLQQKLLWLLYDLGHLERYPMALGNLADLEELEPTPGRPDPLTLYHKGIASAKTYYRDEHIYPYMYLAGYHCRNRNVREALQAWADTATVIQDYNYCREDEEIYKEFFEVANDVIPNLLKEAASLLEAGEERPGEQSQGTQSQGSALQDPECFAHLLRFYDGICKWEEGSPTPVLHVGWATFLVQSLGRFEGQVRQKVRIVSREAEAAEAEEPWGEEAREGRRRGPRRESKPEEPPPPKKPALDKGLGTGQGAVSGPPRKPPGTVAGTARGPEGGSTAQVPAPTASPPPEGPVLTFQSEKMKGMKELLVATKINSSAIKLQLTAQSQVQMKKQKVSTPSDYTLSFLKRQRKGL
Mito fusion act = mitochondrial division inhibition or fusion activation; S. cerevisiae fusion-defective mutant growth rescue, CellTiterGlo 48 h; Potency, µM (titrated, usually from 46.1 µM), for the others: at the top dose growth rescue (activation), actives largely listed as activators; 0.23% of 320,000 active;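 further: potency means the concentration at half of the fitted maximal effect; % of control where 0% means no effect; nearly all actives have a fitted effect of over 45% in size; temperature-sensitive fusion mutants such as fzo1-1 at 37 °C on non-fermentable ethanol glycerol medium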
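Yeast fusion mutant, YPEG (non-fermentable carbon), compound, 48 h at 37C non-permissive; CellTiterGlo added, 10 min RT, luminescence read. Rescued growth = division inhibition.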
FLuc modulator = firefly luciferase modulation, counter-screen for miR-21 project | 6.9% of 360,000 active | Potency, µM (titrated, usually from 57.5 µM), for the others: at the top dose activity change, negative = inhibition, most hits filed as inhibitors | purified FLuc, Km substrates, luminescence inhibition | P08659 | AID 588342;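 further: potency means the concentration at half of the fitted maximal effect; plate controls were vehicle for no effect and reference inhibitor for full effect; nearly all actives have a fitted effect of over 55% in size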
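Purified P. pyralis luciferase (10nM final) with 10uM D-luciferin and 10uM ATP (Km levels) in 50mM Tris acetate pH 7.5, 10mM Mg acetate, 0.01% Tween-20, 0.05% BSA; qHTS 6-point titration, ~60 µM downward; luminescence read.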
MBNL1 CUG block = blocks human MBNL1 binding to CUG repeat RNA | Q9NR56 | TR-FRET MBNL1-His/biotin-(CUG)12 binding, 665/545 ratio | Potency, µM (doses to about 57.5 µM), without a hit: at the highest dose activity change, negative = inhibition, most hits filed as inhibitors | 0.036% of 280,000 active | AID 2675; active means well fitted inhibition curve with a large enough effect in the signal ratio, with a control signal flat, not every such curve was filed as active; inconclusive means small, poorly fitted or top-dose-only effect, or effect the other way, or a change in a side signal; inactive means no such curve, though single readings can be large or run the other way; the % refers to the signal ratio; further: potency means the concentration at half of the fitted maximal effect; on the % scale 0 is the no-effect control and ±100 the full control effect
Target sequence (Q9NR56 whole entry, looked up): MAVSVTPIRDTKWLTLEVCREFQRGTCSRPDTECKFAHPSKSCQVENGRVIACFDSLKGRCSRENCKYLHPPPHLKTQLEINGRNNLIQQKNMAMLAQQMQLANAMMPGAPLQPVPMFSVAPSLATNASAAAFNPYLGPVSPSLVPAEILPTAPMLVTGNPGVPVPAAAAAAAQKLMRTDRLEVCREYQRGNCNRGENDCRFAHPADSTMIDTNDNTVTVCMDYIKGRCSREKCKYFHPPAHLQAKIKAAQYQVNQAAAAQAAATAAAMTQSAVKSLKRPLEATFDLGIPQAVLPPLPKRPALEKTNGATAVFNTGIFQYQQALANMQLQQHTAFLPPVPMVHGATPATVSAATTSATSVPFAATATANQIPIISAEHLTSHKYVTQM
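TR-FRET readout: Ex 340 nm, 665/545 nm emission ratio, normalized to buffer-only (basal) and MBNL1-(CUG)12 controls. Complex of MBNL1-His with Biotin-(CUG)12, compounds 92 nM–58 uM, incubated 60 min at room temperature.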
PKM2 activator = PKM2 (human) enzyme activation | P14618 | purified PKM2, Kinase-Glo ATP luminescence, activation; response scale: 0% is enzyme alone, no compound | 0.34% of 260,000 active | Potency, µM (doses to about 57.5 µM), inactives show at the highest dose activation, most hits filed as activators; further: potency means the concentration at half of the fitted maximal effect; on the % scale 0 is the no-effect control and ±100 the full control effect; nearly all actives have a fitted effect of over 55% in size
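ATP formation by purified human PK-M2, quantified via coupled luciferase luminescence after 1 h at room temperature with 0.1 mM ADP and 0.5 mM PEP final.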
Rab9 prom act = activates the Rab9 promoter | Huh7 Rab9 promoter-luciferase reporter, luminescence, 24 h | Potency, µM (doses to about 9.22 µM), inactives show at the top dose activation, negative = inhibition, most hits filed as activators | 2.8% of 320,000 active; further: potency means the concentration at half of the fitted maximal effect; % of control where 0% means no effect; nearly all actives have a fitted effect of over 60% in size
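Luciferase signal after 10 min detection reagent at ambient indicates Rab9 promoter upregulation; stably transfected Huh7 cells were treated 24 h with compound in DMSO at 37 °C, 5% CO2.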
Active calls of the source: *; & = joins results of further samples; [ ] = dose if it differs, or a comment. Unless noted, the call rests on the fitted dose curve; in most records, active means well fitted curve in the direction sought with a large enough effect; inconclusive means small, poorly fitted or top-dose-only effect, or another doubt; inactive means no such curve, though single readings can be large; an effect the other way counts as inactive or inconclusive. This is a subset, so the mix of outcomes need not match the whole.

Screening CCN(CC)c1ccc(S(=O)(=O)N2CCCCC2)cc1NC(=O)C1CSC2(C)CCC(=O)N12 (stereo not given) returned KCNH2 3.1 inh 12.6, ELG1 DNA repair inconclusive, NPC1 prom act -5.6%, Mito fusion act -4.7%, FLuc modulator -2.8% and Rab9 prom act -1.5%.
For CC(=O)Nc1cccc(NC(=O)CSc2nccn2Cc2ccccc2)c1 the results were KCNH2 3.1 inh 4.5, ELG1 DNA repair inconclusive, NPC1 prom act -6.1%, Gal4-VP16 FLuc -18.6%, RORgamma inh -3.7%, Mito fusion act -0.5%, FLuc modulator -4.9%&-3.3%, MBNL1 CUG block -3.2%, PKM2 activator -0.5% and Rab9 prom act -6.6%.
Screening Cn1c(=O)n(C)c2cc(NC(=O)c3ccc(F)cc3)c(Br)cc21 returned KCNH2 3.1 inh -24.3, ELG1 DNA repair 10.4%, NPC1 prom act -1.1%, Menin MLL FP TR 7.1%, Mito fusion act 2.4%, FLuc modulator -1.3%, MBNL1 CUG block 10.2%, PKM2 activator -2.0% and Rab9 prom act -0.2%.
For Cc1ccc(NC(=O)c2c(C(=O)Nc3ccccc3)sc3nc(C)cc(=O)n23)cc1 the results were KCNH2 3.1 inh -103.4*, ELG1 DNA repair -12.6%, NPC1 prom act -3.8%, Gal4-VP16 FLuc -6.5%, RORgamma inh 13.9%, Menin MLL FP TR inconclusive, Mito fusion act 7.9%, FLuc modulator -0.2%&-1.0%, MBNL1 CUG block 47.5%[activator], PKM2 activator -3.1% and Rab9 prom act 2.5%.
CN(C)CCCOc1cccc(Cl)c1 was read as KCNH2 3.1 inh 19.8, ELG1 DNA repair -8.0%, NPC1 prom act -1.1%, Gal4-VP16 FLuc -0.4%, RORgamma inh 0.6%, Menin MLL FP TR 10.3%, Mito fusion act -0.3%, FLuc modulator -1.1%, MBNL1 CUG block 3.3%, PKM2 activator 0.8% and Rab9 prom act 1.2%.
For O=C(CN1CCC(n2nnc3cc(C(F)(F)F)ccc32)CC1)NCc1cccs1 the results were KCNH2 3.1 inh inconclusive, ELG1 DNA repair inconclusive, NPC1 prom act -1.2%, Gal4-VP16 FLuc 21.9%, RORgamma inh 6.2%, Menin MLL FP TR -0.2%, Mito fusion act -0.4%, FLuc modulator -2.2%, MBNL1 CUG block -8.1%, PKM2 activator -2.0% and Rab9 prom act -4.0%.
COc1cc(C)ccc1OCC(=O)Nc1ccccc1N1CCOCC1 was read as KCNH2 3.1 inh -5.7, ELG1 DNA repair 4.2%, NPC1 prom act -3.6%, Mito fusion act 11.1%, FLuc modulator -2.2% and Rab9 prom act 0.4%.
`CCOc1ccc(Nc2cc(C)nc3nc(C)nn23)cc1` gave KCNH2 3.1 inh 1.4, ELG1 DNA repair 14.4%, NPC1 prom act 0.2%, Gal4-VP16 FLuc -5.3%, RORgamma inh 35.6%, Menin MLL FP TR -6.9%, Mito fusion act 2.2%, FLuc modulator 0.4%, MBNL1 CUG block inconclusive, PKM2 activator -18.3% and Rab9 prom act -5.6%.
Screening O=C(/C=C/c1ccccc1)NCC(=O)N/N=C\c1cccnc1 returned KCNH2 3.1 inh 10.8, ELG1 DNA repair 10.8%, NPC1 prom act -0.5%, Gal4-VP16 FLuc -9.2%, RORgamma inh 19.2%, Menin MLL FP TR 3.9%, Mito fusion act -4.3%, FLuc modulator 0.3%, MBNL1 CUG block 14.8%, PKM2 activator 0.5% and Rab9 prom act -0.3%.
Screening COc1ccc(NC(=O)c2sccc2OS(=O)(=O)N(C)C)cc1 returned KCNH2 3.1 inh 9.9, ELG1 DNA repair -10.7%, NPC1 prom act 0.9%, Gal4-VP16 FLuc 7.4%, RORgamma inh -1.0%, Menin MLL FP TR 36.0%[activator], Mito fusion act -0.8%, FLuc modulator -13.3%, MBNL1 CUG block 7.8%, PKM2 activator -1.1% and Rab9 prom act -0.9%.
For Fc1ccccc1-c1nc2ccccc2[nH]1 the results were KCNH2 3.1 inh -5.9, ELG1 DNA repair inconclusive, NPC1 prom act 3.55µM*, Gal4-VP16 FLuc -3.9%, RORgamma inh 34.7%, Menin MLL FP TR 1.7%, Mito fusion act -5.0%, FLuc modulator 9.53µM*, MBNL1 CUG block -10.6%, PKM2 activator -64.9% and Rab9 prom act 1.78µM*.
Cc1cc2nc(-c3cccnc3SCC(=O)NCc3ccco3)[nH]c2cc1C was read as KCNH2 3.1 inh 2.2, ELG1 DNA repair inconclusive, NPC1 prom act 3.98µM*, Gal4-VP16 FLuc 12.6µM*, RORgamma inh 11.2µM*, Menin MLL FP TR 6.0%, Mito fusion act -12.4%, FLuc modulator 0.953µM*, MBNL1 CUG block 9.0%, PKM2 activator -42.9% and Rab9 prom act 3.16µM*.
COc1ccc(CCNC(=O)C2CCN(S(=O)(=O)c3cc(OC)ccc3OC)CC2)cc1 was read as KCNH2 3.1 inh 7.6, ELG1 DNA repair -24.9%, NPC1 prom act 1.5%, Gal4-VP16 FLuc 0.9%, RORgamma inh -31.6%, Menin MLL FP TR -3.1%, Mito fusion act 2.1%, FLuc modulator -1.5%, MBNL1 CUG block -0.7%, PKM2 activator 4.4% and Rab9 prom act -6.0%.
O=C1c2ccccc2NC(c2ccc(-c3ccc(Br)cc3)o2)N1O (stereo not given) was read as KCNH2 3.1 inh -0.8, ELG1 DNA repair inconclusive, NPC1 prom act -6.1%, Gal4-VP16 FLuc inconclusive, RORgamma inh 7.08µM*, Menin MLL FP TR 20.7%, Mito fusion act 2.6%, FLuc modulator 2.4%, MBNL1 CUG block 5.5%, PKM2 activator 3.6% and Rab9 prom act -4.1%.
O=c1oc(-c2cccs2)nc2ccc(Br)cc12 was read as KCNH2 3.1 inh -13.7, ELG1 DNA repair inconclusive, NPC1 prom act 1.7%, Gal4-VP16 FLuc 3.2%, RORgamma inh -4.8%, Menin MLL FP TR inconclusive, Mito fusion act 7.4%, FLuc modulator inconclusive, MBNL1 CUG block -10.0%, PKM2 activator -3.4% and Rab9 prom act -0.8%.
For COc1ccc(N=C(C)c2sc3ccccc3c2O)cc1 the results were KCNH2 3.1 inh 4.0, ELG1 DNA repair inconclusive, NPC1 prom act 0.708µM*, Gal4-VP16 FLuc inconclusive, RORgamma inh -30.4%, Mito fusion act -3.3%, FLuc modulator 0.601µM*, MBNL1 CUG block 4.9%, PKM2 activator -1.0% and Rab9 prom act inconclusive.
For COc1ccc(-c2cc(=O)c3cc(O)ccc3o2)cc1 the results were KCNH2 3.1 inh -2.0, ELG1 DNA repair inconclusive, NPC1 prom act 1.41µM*, Gal4-VP16 FLuc inconclusive, RORgamma inh -23.9%, Menin MLL FP TR inconclusive, Mito fusion act -1.7%, FLuc modulator 1.69µM*, MBNL1 CUG block inconclusive, PKM2 activator -4.2% and Rab9 prom act 1.58µM*.
`CCOC(=O)c1ccc(CSc2nnc(C)n2N)o1` gave KCNH2 3.1 inh 1.3, ELG1 DNA repair 5.4%, NPC1 prom act -0.1%, Gal4-VP16 FLuc 0.2%, RORgamma inh -4.8%, Menin MLL FP TR -6.0%, Mito fusion act -1.0%, FLuc modulator 1.8%, MBNL1 CUG block -1.4%, PKM2 activator 0.4% and Rab9 prom act -0.9%.
`CCS(=O)(=O)N1CCN(C(=O)c2ccccc2)CC1` gave KCNH2 3.1 inh 0.6, ELG1 DNA repair 0.0%, NPC1 prom act -3.1%, Gal4-VP16 FLuc -2.5%, RORgamma inh inconclusive, Menin MLL FP TR -2.4%, Mito fusion act 2.3%, FLuc modulator 6.6%, MBNL1 CUG block 0.8%, PKM2 activator 2.2% and Rab9 prom act -1.9%.
`C=CCn1c(C)cc(-c2csc(N)n2)c1C` gave KCNH2 3.1 inh -8.3, ELG1 DNA repair 12.8%, NPC1 prom act 17.6%, Gal4-VP16 FLuc 3.2%, RORgamma inh -20.7%, Mito fusion act -3.2%, FLuc modulator inconclusive, MBNL1 CUG block -2.8%, PKM2 activator 5.3% and Rab9 prom act 27.6%.
Screening Cc1nc2c(cnn2-c2ccccc2Cl)c(=O)n1-c1ccc(C(C)C)cc1 returned KCNH2 3.1 inh -6.6, ELG1 DNA repair inconclusive, NPC1 prom act -3.5%, Gal4-VP16 FLuc -3.1%, RORgamma inh 26.4%, Menin MLL FP TR -13.9%, Mito fusion act 0.1%, FLuc modulator -9.5%&-1.7%, MBNL1 CUG block -5.9%, PKM2 activator 6.0% and Rab9 prom act -5.1%.
